CBFb RUNX1 block – inhibitors of human CBF-beta and RUNX1 interaction. AlphaScreen CBFb-His/RUNX1-biotin binding, biochemical. Potency, µM (series often up to 59.8 µM), for inactives: at the highest dose activity, negative = inhibition, hits mostly inhibitors. 230,000 tested, under 10 active; further: % of control where 0% means no effect
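Bead-based AlphaScreen assay; binding partners His-tagged CBF-beta and biotinylated RUNX1 at 30 nM each. Compound exposure 15 min after a 20-min protein preincubation; bead step 90 min; all steps at room temperature.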
KinaseGlo FLuc – Kinase-Glo luciferase inhibition (counter-screen); Q27757; Kinase-Glo luciferase, ATP luminescence, 8 min; Potency, µM (series often up to 38.3 µM), inactives show at the highest dose activity change, negative = inhibition, most hits filed as inhibitors; 200,000 tested, 0.28% active; AID 1379; further: potency means the concentration at half of the fitted maximal effect; on the % scale 0 is the no-effect control and ±100 the full control effect; nearly all actives have a fitted effect of over 60% in size
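Compound is pinned into ATP-containing buffer (10 uM ATP, imidazole pH 7.2, 7 mM MgCl2). Kinase-Glo luciferase reagent is then added. Light output is recorded following an 8-min room-temperature incubation.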
Epigenetic derep – derepresses silenced GFP reporter in murine cells | murine LDR cells, GFP reporter derepression, 30 h | 280,000 tested, 0.2% active | Potency, µM (doses to about 53.9 µM), for the others: top-dose GFP activation, usual class: activators | AID 1865; further: potency means the concentration at half of the fitted maximal effect; % of control where 0% means no effect; nearly all actives have a fitted effect of over 60% in size
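Readout is the number of GFP-expressing murine LDR cells, counted by cytometry following washing. Cells were treated with compound for 30 h at 37 C; the stably integrated CMV-GFP locus is normally silent.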
NPSR antagonist – neuropeptide S receptor (human) antagonism, cAMP; Potency, µM (series often up to 38.3 µM), for inactives: at the highest dose activity change, negative = inhibition, most hits filed as inhibitors; Q6W5P4; 220,000 tested, 1% active; CHO-NPSR cells, cAMP TR-FRET, antagonist mode; further: potency means the concentration at half of the fitted maximal effect; on the % scale 0 is the no-effect control and ±100 the full control effect; nearly all actives have a fitted effect of over 50% in size; many of its hits are not listed in these tables
Target sequence (Q6W5P4 whole entry, looked up): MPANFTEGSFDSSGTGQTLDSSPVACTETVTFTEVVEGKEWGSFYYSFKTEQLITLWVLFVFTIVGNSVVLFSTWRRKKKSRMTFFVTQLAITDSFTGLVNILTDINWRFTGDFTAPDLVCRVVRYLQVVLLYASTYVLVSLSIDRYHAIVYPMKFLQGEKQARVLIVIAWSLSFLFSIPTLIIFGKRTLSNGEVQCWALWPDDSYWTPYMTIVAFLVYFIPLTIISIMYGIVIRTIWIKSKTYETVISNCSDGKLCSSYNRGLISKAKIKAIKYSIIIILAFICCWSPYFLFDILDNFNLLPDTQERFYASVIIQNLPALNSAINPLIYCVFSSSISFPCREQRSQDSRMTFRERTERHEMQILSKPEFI
IMPase Li cell – IMPase inhibition in cells with lithium potentiation; 210,000 tested, 0.35% active; Potency, µM (doses to about 59.4 µM), for inactives: top-dose activity, negative = IMPase inhibition, usual class: inhibitors; CHO-M1 cells, IP1 TR-FRET (IP-One), carbachol + lithium;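 further: IP1 builds up when IMPase is blocked and the TR-FRET signal falls; potency means the concentration at half of the fitted maximal effect; plate controls were basal vehicle for no effect and high inhibitor control for full effect; nearly all actives have a fitted effect of over 50% in size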
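CHO-M1, 2000 cells/well, 16–30 h culture; cpd + low Li+, 30 min 37C; lysis with d2-IP1/Eu-anti-IP1 Ab, 10 min RT; TR-FRET 665/620 ratio and 620 channel; AC50 via Hill.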
aGal spleen mod – inhibitors or activators of human alpha-galactosidase in spleen homogenate | P06280 | human spleen homogenate, 4MU-alpha-Gal fluorescence, 40 min | Potency, µM (series often up to 80 µM), for inactives: at the highest dose activity change, negative = inhibition, usual class: inhibitors | 240,000 tested, 0.008% active;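 further: potency means the concentration at half of the fitted maximal effect; 0% = enzyme with vehicle and -100% = no enzyme basal signal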
Target sequence (P06280 32-429 limits assumed): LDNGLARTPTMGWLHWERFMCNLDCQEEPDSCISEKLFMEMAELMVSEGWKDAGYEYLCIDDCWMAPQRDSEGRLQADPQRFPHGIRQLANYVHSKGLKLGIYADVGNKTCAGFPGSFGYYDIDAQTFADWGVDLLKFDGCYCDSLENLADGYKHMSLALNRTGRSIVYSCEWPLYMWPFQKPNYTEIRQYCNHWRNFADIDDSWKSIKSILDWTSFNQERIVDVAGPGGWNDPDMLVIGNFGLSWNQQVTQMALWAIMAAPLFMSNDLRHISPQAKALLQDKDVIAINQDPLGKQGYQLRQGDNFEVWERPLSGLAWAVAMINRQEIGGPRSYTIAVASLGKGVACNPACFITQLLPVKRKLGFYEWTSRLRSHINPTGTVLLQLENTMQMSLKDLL
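Human spleen homogenate (1 ug) was the enzyme source, with 4-methylumbelliferyl-alpha-D-galactopyranoside (1 mM final) in pH 5.0 citrate buffer with 0.01% Tween-20. Compounds were titrated; after 40 min at 37C, NaOH/glycine stop, 4-MU fluorescence read; AC50 from Hill fits.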
LMNA splice mod – changes lamin A minigene splicing in HeLa cells; Potency, µM (highest dose often 46.1 µM), for the others: at the top dose ratio change, negative = inhibition, most hits filed as inhibitors; AID 1487; 200,000 tested, 0.01% active; HeLa LMNA splicing GFP/RFP minigene ratio, 48 h; active means well fitted inhibition curve with a large enough effect in the signal ratio, with a control signal flat, not every such curve was filed as active; inconclusive means small, poorly fitted or top-dose-only effect, or effect the other way, or a change in a side signal; the % refers to the signal ratio; further: potency means the concentration at half of the fitted maximal effect; on the % scale 0 is the no-effect control and ±100 the full control effect
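S3 HeLa stable clones carrying a lamin A-EGFP splicing minigene plus DsRed2 were seeded at 600 cells/well in Opti-MEM with 2% FBS, pin-dosed and incubated 48 h at 37°C. Acumen cytometry (488 nm) gave the GFP/RFP total-intensity ratio.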
Active calls of the source: *; ? = inconclusive; nt = not tested or not shown; & = joins results of further samples; [ ] = another dose, or the depositor's remark. Unless noted, the call rests on the fitted dose curve; in most records, active means well fitted curve in the direction sought with a large enough effect; inconclusive means small, poorly fitted or top-dose-only effect, or another doubt; inactive means no such curve, though single readings can be large; an effect the other way counts as inactive or inconclusive. The list is partial; rates above refer to the full screens.

1: COCc1cc(=O)n2[nH]c(C(C)(C)C)cc2n1
2: O=C(NCc1ccco1)c1ccccc1NS(=O)(=O)c1ccc(Cl)s1
3: CN(C)CCCNC(=O)CC(c1ccccc1)c1ccccc1O (configuration not stated)
4: O=C(Nc1cccc(Cl)c1)N1N=CCC1c1ccccc1 (configuration not stated)
5: Cc1cccc(NC(=O)COc2cccc3c2CCN(C)C3=O)c1
6: COc1cc(OC)cc(-c2nc3ccccc3c(=O)n2OC(=O)c2ccc(C)c(C)c2)c1
assay / compound	1	2	3	4	5	6
CBFb RUNX1 block	4%	-7%	1%	15%	10%	1%
KinaseGlo FLuc	nt	-4%	-2%	nt	0%	-1%
Epigenetic derep	0.1%	-3.8%	0.0%	-2.1%	-4.8%	0.0%
NPSR antagonist	-14%	-9%[46.1 µM]	-3%[46.1 µM]	11%	-16%	-26%
IMPase Li cell	nt	13%[38.3 µM]	6%[38.3 µM]	nt	1%	5%
aGal spleen mod	1%	1%	2%	5%	5%	-4%
LMNA splice mod	nt	?	-2%	nt	8%[46 µM]	?

7: Cc1nn(-c2ccc([N+](=O)[O-])cc2)c2c1C(c1ccc(OC(F)F)cc1)N1C(=N2)C(=O)Nc2ccccc21 (configuration not stated)
8: COc1ccccc1C(=O)Nc1nnc(-c2ccc(Cl)cc2)o1
9: CCCCNC(=O)/C(C#N)=C/c1ccc(F)cc1F
10: COc1cccc(C2C(C#N)=C(N)SC(c3ccccc3)C2[N+](=O)[O-])c1 (configuration not stated)
11: COc1ccccc1-c1c(C)nn2c(N3CCCCCC3)cc(C)nc12
12: O=C(CO/N=C/c1ccccc1)Nc1c(F)c(F)c(F)c(F)c1F
assay / compound	7	8	9	10	11	12
CBFb RUNX1 block	0%	5%	19%	-8%	13%	7%
KinaseGlo FLuc	0%	nt	-2%	4%	2%	2%
Epigenetic derep	0.5%	1.0%	1.9%	2.8%	-1.0%	1.2%
NPSR antagonist	-23%	-4%	4%	-26%	10µM*	-5%
IMPase Li cell	-5%	nt	2%	21%	17%	3%
aGal spleen mod	8%	-3%	-4%	5%	-5%	4%
LMNA splice mod	-16%[46 µM]	nt	-1%[46 µM]	nt	?	-6%[46 µM]

Records above printed as active in NPSR antagonist.
| nr | SMILES | CBFb RUNX1 block | NPSR antagonist | IMPase Li cell | aGal spleen mod |
| --- | --- | --- | --- | --- | --- |
| 11 | COc1ccccc1-c1c(C)nn2c(N3CCCCCC3)cc(C)nc12 | 13% | 10µM* | 17% | -5% |

Further structures:
13: COc1ccc(C(=O)Nc2ccc([N+](=O)[O-])cn2)cc1OC
14: CC(c1ccccc1)n1cc(C(=O)NCCN2CCOCC2)nn1 (configuration not stated)
15: Cn1cc(Cl)c(-c2n[nH]c(=S)n2-c2ccccc2)n1
16: CCC(CC)NC(=O)CO/N=C/c1ccc(Cl)cc1Cl
17: CCn1cc(C(=O)NCC(C)C)c(=O)c2cc(F)c(N3CCN(C)CC3)cc21
18: CN(C)CCCc1cc(C(=O)Nc2ccc(-c3ccncc3)cc2)ccc1O
assay / compound	13	14	15	16	17	18
CBFb RUNX1 block	-16%	9%	13%	10%	7%	?
KinaseGlo FLuc	-1%	0%	-1%	-1%	nt	-3%
Epigenetic derep	-1.3%	-0.1%	3.9%	-0.3%	3.1%	0.8%&-1.1%
NPSR antagonist	8%	-1%[46.1 µM]	-30%	-26%	-3%	nt
IMPase Li cell	-4%	-2%	11µM*	3%	nt	-1%&32%
aGal spleen mod	-4%	-4%	-3%	-3%	3%	-6%&-7%
LMNA splice mod	12%	-11%	?	-5%[46 µM]	nt	nt

Compounds from the list above that contain four or more nitrogen atoms, in the order listed:
7: Cc1nn(-c2ccc([N+](=O)[O-])cc2)c2c1C(c1ccc(OC(F)F)cc1)N1C(=N2)C(=O)Nc2ccccc21 (configuration not stated)
11: COc1ccccc1-c1c(C)nn2c(N3CCCCCC3)cc(C)nc12
14: CC(c1ccccc1)n1cc(C(=O)NCCN2CCOCC2)nn1 (configuration not stated)
15: Cn1cc(Cl)c(-c2n[nH]c(=S)n2-c2ccccc2)n1
17: CCn1cc(C(=O)NCC(C)C)c(=O)c2cc(F)c(N3CCN(C)CC3)cc21
assay / compound	7	11	14	15	17
CBFb RUNX1 block	0%	13%	9%	13%	7%
KinaseGlo FLuc	0%	2%	0%	-1%	nt
Epigenetic derep	0.5%	-1.0%	-0.1%	3.9%	3.1%
NPSR antagonist	-23%	10µM*	-1%[46.1 µM]	-30%	-3%
IMPase Li cell	-5%	17%	-2%	11µM*	nt
aGal spleen mod	8%	-5%	-4%	-3%	3%
LMNA splice mod	-16%[46 µM]	?	-11%	?	nt

(next part)
19: O=C(O)C1CCN(C(=O)COc2ccc(Br)cc2)CC1
20: CCOc1ccc(N=C/C=C/c2ccccc2)c(O)c1
21: CCOc1ccc(-n2c(COc3ccccc3)nnc2SCC(N)=O)cc1
22: CCOCC(=O)Nc1c(C(=O)Nc2ccccc2OC)oc2ccccc12
23: O=C(CNS(=O)(=O)c1ccc(Cl)cc1)OCC(=O)N1CCCc2ccccc21
24: N/C(=N\OC(=O)c1ccc(F)cc1)c1ccccc1
assay / compound	19	20	21	22	23	24
CBFb RUNX1 block	0%	-10%	-3%	4%	3%	1%
KinaseGlo FLuc	-2%	nt	-1%	-2%	nt	8.9µM*
Epigenetic derep	-0.1%	-1.0%	0.0%	-1.2%	-0.9%	-2.0%
NPSR antagonist	21%	25%	-6%[46.1 µM]	?	-4%[46.1 µM]	-6%[46.1 µM]
IMPase Li cell	-1%	nt	-12%[38.3 µM]	?	nt	-26%[38.3 µM]
aGal spleen mod	-3%	7%	11%	6%	-3%	7%
LMNA splice mod	-15%[46 µM]	nt	-3%	25%	-5%	0%[0.0737 µM]

A draw from above in order of heavy-atom count, high to low:
22: CCOCC(=O)Nc1c(C(=O)Nc2ccccc2OC)oc2ccccc12
19: O=C(O)C1CCN(C(=O)COc2ccc(Br)cc2)CC1
24: N/C(=N\OC(=O)c1ccc(F)cc1)c1ccccc1
assay / compound	22	19	24
CBFb RUNX1 block	4%	0%	1%
KinaseGlo FLuc	-2%	-2%	8.9µM*
Epigenetic derep	-1.2%	-0.1%	-2.0%
NPSR antagonist	?	21%	-6%[46.1 µM]
IMPase Li cell	?	-1%	-26%[38.3 µM]
aGal spleen mod	6%	-3%	7%
LMNA splice mod	25%	-15%[46 µM]	0%[0.0737 µM]

Other structures follow:
25: O=C(NCC1CCCO1)C(c1ccc(F)cc1)N(Cc1ccc(F)cc1)C(=O)Cn1nnc(-c2cccs2)n1 (configuration not stated)
26: O=C(c1cccc(Cl)c1)N1CCC(=O)N([C@H](COCc2cccc(Cl)c2)Cc2ccccc2)CC1
27: C(=NCCCN1CCOCC1)c1ccc2c(c1)OCO2
28: O=C(COc1ccc(-c2nnco2)cc1)NCc1ccccc1Cl
29: Cc1csc(Nc2ccccc2C(F)(F)F)n1
30: c1ccc(C(c2ccccc2)N2CCN(C(c3ccccn3)c3nnnn3C3CCCC3)CC2)cc1 (configuration not stated)
assay / compound	25	26	27	28	29	30
CBFb RUNX1 block	0%	6%	-4%	2%	-5%	2%
KinaseGlo FLuc	1%	1%[39.9 µM]	-4%	nt	0%	1%
Epigenetic derep	0.0%	-1.8%[40.7 µM]	2.8%	-0.9%	0.8%	5.1%
NPSR antagonist	-12%[46.1 µM]	nt	-5%[46.1 µM]	8%[46.1 µM]	?	-9%
IMPase Li cell	5%	16%	-5%[38.3 µM]	nt	4%[38.3 µM]	4%
aGal spleen mod	1%	-2%	-1%	4%	-2%	5%
LMNA splice mod	1%	nt	4%	-8%	14%	-8%[46 µM]

New compounds follow:
Results follow in this order: CBFb RUNX1 block	KinaseGlo FLuc	Epigenetic derep	NPSR antagonist	IMPase Li cell	aGal spleen mod	LMNA splice mod
31) Cc1ccc(C)n1CCN1CCN(CC(=O)Nc2ccc(S(N)(=O)=O)cc2)CC1
 : 6%	-4%	-2.3%	4%[46.1 µM]	-1%[38.3 µM]	-6%	?
32) N#Cc1ccc(OCC(=O)NC2=NCCS2)cc1
 : -3%	3%	-2.7%	3%	4%	-7%	12%[46 µM]
33) O=C(CNC(=O)c1ccccc1Cl)Nc1ccc(F)cc1
 : 3%	-1%	-1.0%	23%	-1%	-2%	-4%
34) Cc1cc(C)c(S(=O)(=O)N2CCN(CCN3C(=O)c4cccc5cccc(c45)C3=O)CC2)cc1[N+](=O)[O-]
 : 1%	1%	1.1%	-3%	0%	14%	-5%
35) O=S(=O)(Nc1ccc(N2CCCCC2)cc1)c1ccccc1F
 : ?	nt	-1.0%	16%	nt	3%	nt
36) CCOC(=O)C1CCN(C(=O)COc2ccc(N(C)S(=O)(=O)c3cccs3)cc2)CC1
 : 0%	-4%	1.6%	-21%[46.1 µM]	2%[38.3 µM]	-8%	13%
37) Cc1ccccc1N(CC(=O)NCCSc1ccccn1)S(=O)(=O)c1ccccc1
 : 6%	1%	-3.9%	37%	12%	-3%	9%[46 µM]
38) Nc1nc2c([nH]c(=O)n2C2OC(CO)C(O)C2O)c(=O)[nH]1 (configuration not stated)
 : nt	0%	-1.0%	nt	5%	-3%	-3%
39) O=C(COC(=O)C1(c2ccc(F)cc2)CCCC1)N1CCN(C(=O)c2ccco2)CC1
 : -1%	-3%	0.0%	-12%[46.1 µM]	4%[38.3 µM]	0%	?
40) O=C(c1cc([N+](=O)[O-])ccc1N1CCCC1)N1CCCCC1
 : 1%	2%	-4.3%	-10%	-3%	5%	nt
41) Cc1cccc(N2CN(Cc3cccnc3)CNC2=S)c1C
 : -2%	1%	0.0%	0%[46.1 µM]	-2%	5%	-8%
42) C/C(=N\NC(=O)CNC(=O)c1ccc2c(c1)OCCO2)c1ccco1
 : -1%	nt	0.1%	21%	nt	1%	nt
43) Cn1cc(Cl)c(/C=C(\C#N)S(=O)(=O)c2ccccc2)n1
 : 4%	nt	1.1%	-2%[7.67 µM]	nt	-3%	nt
44) O=C(O)/C(=C\c1ccc(-c2ccc(F)cc2)o1)c1ccccc1
 : -1%	-1%	2.3%	-23%	2%	-1%	-10%[46 µM]
45) CCOC(=O)c1ccc(NS(=O)(=O)c2cnc[nH]2)cc1
 : 1%	3%	0.0%	-5%[46.1 µM]	17%[38.3 µM]	12%	-8%
46) CNc1nc(C)c(C(=O)c2ccc(Cl)cc2)s1
 : 1%	-3%	-1.0%	-13%[46.1 µM]	28%[38.3 µM]	3%	6%
47) Cc1cccc(C=Nc2ccc3c4c(cccc24)CC3)c1O
 : 2%	0%	?	5%	-8%	17%	-13%
48) CS(=O)(=O)c1ccc(C(=O)NC2CCCc3ccccc32)cc1 (configuration not stated)
 : -13%	1%	1.5%	5%	-1%	5%	nt

Assay outcomes deposited in PubChem by National Center for Advancing Translational Sciences (NCATS).
